# Assay outcomes from PubChem.
# KLK5 inh: inhibitors of human kallikrein 5; Q9Y337; 210,000 compounds, 0.59% hits; recombinant hK5, fluorogenic AMC substrate cleavage; AID 873; inhibition, % at 5 µM;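 active = inhibition of 40% or more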;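 also: 0% = enzyme controls without compound and 100% = no-enzyme blanks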
# Target sequence (Q9Y337 67-293 limits assumed): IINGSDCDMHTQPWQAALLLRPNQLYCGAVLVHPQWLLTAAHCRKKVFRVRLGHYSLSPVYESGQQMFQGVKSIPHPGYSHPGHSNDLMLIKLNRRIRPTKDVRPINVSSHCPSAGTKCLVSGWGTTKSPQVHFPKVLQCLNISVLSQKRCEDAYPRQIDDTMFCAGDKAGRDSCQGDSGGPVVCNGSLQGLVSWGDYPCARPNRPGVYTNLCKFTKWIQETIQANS
# PERK inh: inhibitors of human PERK kinase | Q9NZJ5 | CHO PERK-DD fusion, SEAP luminescence translation reporter | inhibition, % at 5.6 µM | 220,000 compounds, 0.17% hits;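 active = inhibition above the mean inhibition of all tested compounds plus 3 SD, set separately per screening campaign, cut at about 2.9% in these data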;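 also: PERK kinase domain activated by AP20187 dimerizer at 100 nM; 0% = DMSO with dimerizer and 100% = rapamycin at 8.4 µM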
# thrombin 1536: inhibitors of human thrombin; P00734; alpha-thrombin, Boc-VPR-AMC fluorogenic substrate cleavage; inhibition, % at 5 µM; 220,000 compounds, 0.26% hits;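 active = inhibition at or above 40%; inactive = inhibition below 40%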;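 also: 0% = enzyme with no compound and 100% = wells without enzyme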
#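 System: human alpha-thrombin protein; Compound dosing: one concentration per compound, 5 µM, with 0.2% DMSO; Timing: reaction at room temperature; Technique: AMC fluorescence, 355/460 nm; Controls: enzyme without compound as high, wells lacking enzyme as low.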
# FXIa inh 1536: factor XIa (human) inhibition. P03951. purified FXIa, Boc-Glu-Ala-Arg-AMC fluorogenic substrate. inhibition, % at 5 µM. 220,000 compounds, 0.14% hits. AID 798;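 active = inhibition of at least 40%; inactive = inhibition below 40%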;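 also: fluorescence of freed AMC excited at 355 nm; 0% = enzyme without compound and 100% = no enzyme blank; many of its hits are not listed in these tables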
# KCC2 mod: modulators of human KCC2 chloride dependent transport. Q9H2X9. KCC2 cells, thallium flux FluoZin-2 fluorescence. B-score of Tl+ flux slope (higher = more flux/activation; lower = inhibition) at 10 µM. 190,000 compounds, 2.2% hits;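 active = thallium flux slope and its plate-corrected score both differing from the plate sample mean at a set confidence after two filtering rounds, in either direction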;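 also: slope of fluorescence scaled to starting intensity during 10 to 20 s after thallium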
# m-calpain inh: inhibitors of pig calpain II. 220,000 compounds, 0.37% hits. purified calpain II, fluorogenic peptide substrate, 30 min. AID 1236. inhibition, % at 16 µM;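 active = inhibition above about 50%, limit read from the data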
# Furin inhibitor: blocks human furin protease activity; inhibition, % at 30 µM; purified furin, fluorogenic substrate cleavage; AID 463115; 220,000 compounds, 0.061% hits; in the data active = inhibition above about 25%; also: inactives centre near -15
# FXIIa inh: blocks human coagulation factor XIIa protease activity. P00748. inhibition, % at 5 µM. 220,000 compounds, 0.3% hits. purified FXIIa, Boc-QGR-AMC fluorogenic substrate, 2 h; in the data active = inhibition above about 40%;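 also: 0% = enzyme with no compound and 100% = blank without enzyme; many of its hits are not listed in these tables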
# Target sequence (P00748 20-372 limits assumed): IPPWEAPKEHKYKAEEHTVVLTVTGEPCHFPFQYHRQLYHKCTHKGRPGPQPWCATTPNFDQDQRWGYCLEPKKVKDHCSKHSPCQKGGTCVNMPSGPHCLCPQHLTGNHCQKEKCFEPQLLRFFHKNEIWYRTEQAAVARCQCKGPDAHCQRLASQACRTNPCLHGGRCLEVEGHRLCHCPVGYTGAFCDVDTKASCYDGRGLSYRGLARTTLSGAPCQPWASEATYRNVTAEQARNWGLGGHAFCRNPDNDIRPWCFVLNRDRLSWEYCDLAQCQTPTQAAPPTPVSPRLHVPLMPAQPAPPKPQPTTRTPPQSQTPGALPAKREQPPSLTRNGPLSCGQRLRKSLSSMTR
# Target sequence (P00748 373-615 limits assumed): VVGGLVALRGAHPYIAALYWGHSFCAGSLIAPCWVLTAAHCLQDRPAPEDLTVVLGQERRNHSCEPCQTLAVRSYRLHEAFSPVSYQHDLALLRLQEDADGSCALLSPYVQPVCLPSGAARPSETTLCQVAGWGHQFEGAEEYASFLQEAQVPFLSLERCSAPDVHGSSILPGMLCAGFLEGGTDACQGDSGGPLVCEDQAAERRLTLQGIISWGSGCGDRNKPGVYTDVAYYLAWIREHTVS
# Rad51 HR inh: blocks human Rad51 in homologous recombination | hRad51 DNA strand exchange, fluorescence dequenching | inhibition, % at 10 µM | 200,000 compounds, 0.085% hits | AID 1385;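 active = inhibition above 40% at the single screening dose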;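 also: 0% = DMSO control wells and 100% = blanks with heterologous ssDNA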
#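 System: hRad51 filaments on single-stranded DNA; reagent: Fluorescein- and BHQ1-tagged 47-mer duplex; compound dosing: one concentration, 10 µM final; timing: filaments 15 min 37 °C, then compound 30 min; measured by: fluorescein emission 520 nm, excitation 485 nm; benchmarks: per-plate controls and blanks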
# Starred values were filed as active, the others as inactive; / = not tested or not shown; [ ] = dose if it differs, or a comment. Only part of the results is shown, so the mix of outcomes need not match the whole.
# Each structure is followed by: KLK5 inh	PERK inh	thrombin 1536	FXIa inh 1536	KCC2 mod	m-calpain inh	Furin inhibitor	FXIIa inh	Rad51 HR inh
1) O=C(Nc1ccc2oc(-c3ccccc3)nc2c1)c1cccs1
  -13	0.2	-4	-3	-0.8	-118	13[20 µM]	6	-5
2) CSc1nc(-c2ccccc2F)c(C#N)c(=O)n1C
  -14	1.1	-1	-8	-2	7	-11	3	9
3) Cc1cccc(-c2nnc(-c3ccc(N)cc3)o2)c1
  -30	0.4	-3	-5	-0.63	-89	-19[20 µM]	-3	16
4) Cc1cc(C)n2c(SCCO)nnc2n1
  -4	2.2	-10	-5	-0.95	-9	-2	-3	-4
5) COc1ccc(OC)c(CN2CCCC(C(=O)c3ccccc3SC)C2)c1 (stereo unspecified)
  -6	0.1	-4	-4	/	-11	-6	-3	/
6) COc1ccc(C)cc1N(CC(=O)Nc1cccnc1)S(=O)(=O)c1ccc(C)cc1
  1	-0.7	-5	0	-2.1	-15	-28	10	-2
7) Cc1ccc(S(=O)(=O)c2cc3c(=O)n4ccccc4nc3n(CC3CCCO3)c2=N)cc1C (stereo unspecified)
  -15	0.2	-6	7	0.015	-79	-61	-1	-38
8) O=C(CCc1nc2ccccc2s1)c1ccccc1
  -11	0.3	1	1	-0.5	13	-7	7	-2
9) Cc1cccc(Nc2nc(N)c([N+](=O)[O-])c(N3CCOCC3)n2)c1
  -17	-0.2	-4	2	-0.088	25	-3	8	5
10) COc1ccc(-c2cc(C(F)(F)F)n3nc(C(=O)Nc4c(C)n(C)n(-c5ccccc5)c4=O)c(Cl)c3n2)cc1
  0	1.7	-1	-2	0.15	-39	-28	6	-6

# 3 entries from above, with tabs:
no.	SMILES	KLK5 inh	PERK inh	thrombin 1536	FXIa inh 1536	KCC2 mod	m-calpain inh	Furin inhibitor	FXIIa inh	Rad51 HR inh
6	COc1ccc(C)cc1N(CC(=O)Nc1cccnc1)S(=O)(=O)c1ccc(C)cc1	1	-0.7	-5	0	-2.1	-15	-28	10	-2
7	Cc1ccc(S(=O)(=O)c2cc3c(=O)n4ccccc4nc3n(CC3CCCO3)c2=N)cc1C (stereo unspecified)	-15	0.2	-6	7	0.015	-79	-61	-1	-38
8	O=C(CCc1nc2ccccc2s1)c1ccccc1	-11	0.3	1	1	-0.5	13	-7	7	-2

# Carrying on:
# Each structure is followed by: KLK5 inh	PERK inh	thrombin 1536	FXIa inh 1536	KCC2 mod	m-calpain inh	Furin inhibitor	FXIIa inh	Rad51 HR inh
11) CC(=O)c1c(CC(=O)O)[nH]n(-c2nc3ccccc3s2)c1=O
  -3	0.1	-3	1	1.4	-33	-11[20 µM]	10	-6
12) CC1CCCN(C(=O)Cn2c(=O)oc3ccccc32)C1 (stereo unspecified)
  -7	0.1	-2	0	-0.55	-3	-12	6	-3
13) O=[N+]([O-])c1ccc(NCCCO)c(S(=O)(=O)N2CCOCC2)c1
  0	1.0	-22	-7	-0.0018	0	-13	11	-3
14) O=C(CSc1nncs1)NC(=O)NC1CCCC1
  -16	0.8	1	-21	0.014	-9	-23	3	3
15) Cc1ccc(C)c(C(=O)CN2C(=O)c3ccccc3S2(=O)=O)c1
  10	0.3	-3	-14	-0.65	14	0[20 µM]	7	-3
16) Cc1cc(C(C)(C)C)cc(S(=O)(=O)NCCO)c1C
  1	1.3	-3	-7	/	2	-20[20 µM]	0	-11
17) Cn1ncc2c(=O)[nH]cnc21
  11	0.0	-6	-4	0.86	-3	-13	4	4
18) CCCSc1nnc(CSc2ncccn2)n1C
  -33	0.5	-5	-6	-0.12	-29	-13	2	2
19) O=C(N/N=C/c1ccc(-c2ccccc2[N+](=O)[O-])o1)[C@H]1C[C@@H]1c1ccccc1
  -3	-0.1	-3	-2	-0.82	-15	-21	11	-12
20) O=S(=O)(c1ccc(Cl)nc1)N1CCN(c2ncccn2)CC1
  1	-0.1	-3	3	/	2	-19	5	16

# Next part:
# Each structure is followed by: KLK5 inh	PERK inh	thrombin 1536	FXIa inh 1536	KCC2 mod	m-calpain inh	Furin inhibitor	FXIIa inh	Rad51 HR inh
21) O=S(=O)(Nc1cccc2cccnc12)c1ccc(S(=O)(=O)N2CCCC2)cc1
  -69	-3.0	-4	-6	2.5	1	-14	2	2
22) COc1n[nH]c(C(=O)Nc2cc(F)ccc2C)c1[N+](=O)[O-]
  8	0.9	11	11	-0.0093	23	-17	18	/
23) O=C(N/C(=C/c1ccco1)C(=O)N1CCc2ccccc21)c1ccco1
  -2	-0.7	-3	-2	-0.18	9	-3	6	1
24) CCOC(=O)c1sc(C)c2c(=O)n(CC(=O)c3ccc(Br)cc3)nnc12
  7	2.0	4	19	0.017	-7	-13[20 µM]	21	-1
25) O=C(NCc1ccco1)c1ccccc1Nc1ccc(F)cc1
  -4	1.3	-5	9	-0.48	-21	-9[20 µM]	-5	-15
26) CCn1c(-c2nn(-c3ccc(C)cc3)ccc2=O)n[nH]c1=S
  -26	0.9	2	-7	1.3	-17	-17	-6	0
27) CS(=O)(=O)Nc1ccccc1C(=O)Nc1ccc2c(c1)OCCO2
  7	0.0	-1	-3	/	2	-9[20 µM]	6	-1
28) O=C(c1ccoc1)N1CCC2(CC1)Oc1ccc(F)cc1C(=O)C21CC(c2cccnc2)=NO1 (stereo unspecified)
  5	/	2	3	-0.016	-17	-19	8	-1
29) CCCCCCC(=O)Nc1nnc(CC)s1
  -1	0.1	2	18	0.11	18	-11[20 µM]	13	-4
30) COc1ccc(C2=NN(c3nc(C)cc(C)n3)C(=O)C2)cc1
  1	1.2	-1	-2	0.32	-12	-22	6	-1

# New compounds follow:
# Each structure is followed by: KLK5 inh	PERK inh	thrombin 1536	FXIa inh 1536	KCC2 mod	m-calpain inh	Furin inhibitor	FXIIa inh	Rad51 HR inh
31) COc1ccc(CCNC(=O)CCN2C(=O)c3ccccc3C2=O)cc1OC
  -7	2.0	3	-3	0.15	-12	-22	0	-20
32) COc1ccc(C(=O)OCC(=O)c2ccccc2)cc1S(=O)(=O)N1CCOCC1
  -13	-0.7	3	1	/	-23	-18[20 µM]	11	-2
33) COc1ccc(S(=O)(=O)N(C(=O)C(C)C)c2ccc3oc(=O)sc3c2)cc1
  -80	-0.6	5	1	/	6	-18[20 µM]	4	6
34) Cc1cc2nc(SCCOC(=O)Nc3ccccc3)nc(C)c2cc1C
  -20	0.5	1	25	0.37	34	-4	26	4
35) COc1ccccc1N1CC=C(c2cccc([N+](=O)[O-])c2)NC1=O
  -3	-0.9	-4	-3	0.99	9	-19	3	-1
36) CCc1ccccc1NC(=O)N[C@@H](C)C(=O)O
  5	-0.1	-1	-3	0	0	-6	13	-5
37) COc1ccc(OC)c2[nH]c(=O)c(CCNC(=O)CC(C)C)cc12
  -7	-1.3	4	3	-0.81	-22	20[20 µM]	18	/
38) CS(=O)c1ccccc1-c1nc(-c2cc(C(F)(F)F)cc(C(F)(F)F)c2)no1 (stereo unspecified)
  -1	0.5	-6	-1	0.85	8	-2[20 µM]	14	/
39) Cc1cc(C)nc(NS(=O)(=O)c2ccc(N3Cc4ccccc4C3=O)cc2)n1
  -14	0.5	0	9	-0.25	-28	-17	20	13
40) S=C(NCc1ccccc1)N1CCN(c2ccccc2)CC1
  5	0.3	0	7	0.57	18	-15	6	10

# (next part)
# Each structure is followed by: KLK5 inh	PERK inh	thrombin 1536	FXIa inh 1536	KCC2 mod	m-calpain inh	Furin inhibitor	FXIIa inh	Rad51 HR inh
41) COc1ccc(N2C(=O)CC(C#N)=C2N)cc1
  1	0.2	-24	-4	1.3	18	-21	13	7
42) Oc1ccc(-c2csc(Nc3ncccn3)n2)cc1
  -5	0.1	-3	-6	0.075	-17	-17	-2	/
43) CC(=O)Nc1ccc(S(=O)(=O)Nc2nc3ccccc3nc2N2CCCC2)cc1
  0	-0.2	-3	3	0.77	-8	-5[20 µM]	-7	-1
44) Cc1ccnc(NC(=O)CCC2COc3ccccc3O2)c1 (stereo unspecified)
  -7	-0.2	3	5	-0.055	-13	-20[20 µM]	23	11
45) COC(=O)c1sc(NC(=O)COc2cccc(C)c2)nc1C
  -6	1.7	-4	3	0.17	3	-28	3	3
46) CCN(CC)C(=O)Cn1cc(SCC(=O)NC)c2ccccc21
  -6	0.5	-6	-1	0.37	3	-21	3	1
47) CCOC(=O)/C(=N\Nc1cc(Cl)ccc1Cl)N1CCN(C)CC1
  -10	-0.2	-2	7	-0.98	8	-5	6	2
48) CC(C)CCNC(=O)C1CCC(CNc2c(N3CCCC3)c(=O)c2=O)CC1 (stereo unspecified)
  -4	-0.6	-6	-5	0.26	27	-11	0	-12
49) CCOc1ccc(S(=O)(=O)N(C)CCO)cc1-c1nc2c(C(C)(C)C)nn(C)c2c(=O)[nH]1
  -24	-1.1	-10	-12	/	-9	-15	-3	/
50) CCOc1ccccc1NC(=S)N(CCCN1CCOCC1)Cc1cn(C)c2ccccc12
  -4	-0.9	1	6	-4.7*	-4	-25	9	/

# Single records, from the list above.
# CCOc1ccccc1NC(=S)N(CCCN1CCOCC1)Cc1cn(C)c2ccccc12 in the list: KLK5 inh = -4; PERK inh = -0.9; thrombin 1536 = 1; FXIa inh 1536 = 6; KCC2 mod = -4.7*; m-calpain inh = -4; Furin inhibitor = -25; FXIIa inh = 9; Rad51 HR inh = /
# CC(=O)Nc1ccc(S(=O)(=O)Nc2nc3ccccc3nc2N2CCCC2)cc1 in the list: KLK5 inh = 0; PERK inh = -0.2; thrombin 1536 = -3; FXIa inh 1536 = 3; KCC2 mod = 0.77; m-calpain inh = -8; Furin inhibitor = -5[20 µM]; FXIIa inh = -7; Rad51 HR inh = -1

# Additional structures:
# Each structure is followed by: KLK5 inh	PERK inh	thrombin 1536	FXIa inh 1536	KCC2 mod	m-calpain inh	Furin inhibitor	FXIIa inh	Rad51 HR inh
51) CCOC(=O)C(=CNc1ccc2c(c1)nnn2-c1ccc(Cl)cc1)C(=O)OCC
  -10	0.9	-7	4	-1.9	-32	-14	8	3
52) O=C(NCC(c1cccnc1)N1CCN(c2ccc(F)cc2)CC1)OCc1ccccc1 (stereo unspecified)
  46*	-1.8	21	10	/	6	-1[20 µM]	14	2
53) CCCCSc1nnc2nc(C)cc(C)n12
  -2	-0.2	1	-1	0.5	17	-28	11	-1
54) Cc1cc(C)nc(N/N=C/c2ccccc2OCc2ccc([N+](=O)[O-])cc2)n1
  -9	0.1	-5	11	-0.11	1	-18	20	-11
55) CCCC(=O)Nc1nnc(SCC(=O)NCc2cccs2)s1
  5	0.1	3	4	-0.6	-7	-8[20 µM]	9	-12
